GAA850 FXN act – increases GAA850 frataxin promoter reporter activity. HEK293 lucGAA850 FXN promoter luciferase reporter, 24 h; percent of 10 µM SAHA response. 0.56% of 360,000 active. AID 540364. activation, % at 6 µM;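 active = activation above the average of all compounds screened plus 3 SD, cutoff fixed separately per campaign, cut at about 7.5% in these data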;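 note: 0% = DMSO wells and 100% = 10 µM SAHA wells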
DAX1 inh – inhibitors of human orphan nuclear receptor DAX1 (NR0B1) | P51843 | HEK293 Gal4-DAX1 luciferase reporter, luminescence | inhibition, % at 6.75 µM | 0.99% of 340,000 active;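 active = inhibition above the mean over all tested compounds plus 3 SD, cut at about 4.2% in these data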;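 note: 0% = DAX1-transfected cells with DMSO and 100% = empty-vector control cells with DMSO; inhibition shows as a rise in luminescence from relieved DAX1 repression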
Target sequence (P51843 207-470 limits assumed): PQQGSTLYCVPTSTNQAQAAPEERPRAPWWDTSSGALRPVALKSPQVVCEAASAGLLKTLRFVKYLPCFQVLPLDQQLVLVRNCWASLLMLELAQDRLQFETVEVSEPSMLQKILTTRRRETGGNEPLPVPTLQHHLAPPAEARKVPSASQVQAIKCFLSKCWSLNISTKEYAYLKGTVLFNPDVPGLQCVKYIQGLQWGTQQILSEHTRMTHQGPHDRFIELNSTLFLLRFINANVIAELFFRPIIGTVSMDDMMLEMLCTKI
Starred values were filed as active, the others as inactive. These rows are one share of the data, so the mix of outcomes need not match the whole.

Molecule	GAA850 FXN act	DAX1 inh
COc1ccccc1-c1sc2ccccc2c1-c1ccc(OCCN2CCCCC2)cc1	1.4	0.0
O=C(Nc1nnc(-c2ccccc2SCc2ccccc2)s1)Nc1ccccc1F	1.1	-1.0
CCOc1ccccc1NC(=O)c1nc[nH]c1C(=O)Nc1ccccc1OCC	-2.6	-0.3
COc1cc(C(=O)N/N=C/c2ccc(OC(=O)c3ccccc3Cl)c(OC)c2)ccc1O	-0.7	-0.7
CCOC(=O)c1ccc(NC(=O)N2CCCCC2)cc1	2.8	1.7
Cc1cccc(CNC(=O)c2ccc(NC(=O)C3=CSCCO3)cc2)c1	2.6	0.1
CCCCN(C)S(=O)(=O)c1cc(Br)cc2c1N(C(=O)C1CC1)CC2	0.0	-2.1
Cc1cc(C)c2c(c1)c(C)cc1nnc(SCC(=O)c3cccs3)n12	0.9	0.7
O=Cc1c(-c2ccccc2)cc2oc3ccccc3cc1-2	2.9	2.7
O=c1c2cc(F)ccc2sn1-c1ccc(F)cc1	-3.8	0.1
CN(C)S(=O)(=O)N1CCN(c2ccnc3cc(Cl)ccc23)CC1	0.6	-2.1
O=C(COC(=O)c1ccc([N+](=O)[O-])s1)NNC(=O)c1ccccc1	0.0	0.5
N#Cc1cccc2c1-c1ccccc1/C2=N/NC(N)=O	-0.1	3.3
CCN(CC)c1ncnc2sc(C(=O)N3CCN(c4ccc(OC)cc4)CC3)c(C)c12	0.1	1.6
O=C(NCCN1CCCCCC1)c1ccc(CS(=O)(=O)c2ccc(Br)cc2)o1	-2.2	0.7
CCc1nc2ccc(C(=O)NCCc3ccco3)cc2nc1CC	3.1	0.3
CSc1ccc(NC(=O)NCCCN2CCN(c3ccccc3F)CC2)cc1	0.1	-1.1
CC1Cc2cc(/C(O)=C3\C(=O)C(=O)N(Cc4cccnc4)C3c3ccccc3F)ccc2O1 (stereo not given)	0.0	-1.3
Cc1[nH]n(-c2ncc(-c3ccc(Cl)cc3)s2)c(=O)c1C(c1ccc(Cl)cc1)C(C#N)C#N (stereo not given)	1.5	0.7
O=C(NCCn1c(C(F)(F)F)nc2cc(C(F)(F)F)ccc21)[C@H]1CCCN1c1nc(CN2CCCCC2)cs1	0.1	-0.7
N#CC1=C(N)SC2(CCCCC2)SC1c1ccccc1 (stereo not given)	-0.9	0.7
COc1ccc(NC(=O)C(=O)NCC(c2ccco2)N2CCc3ccccc32)cc1 (stereo not given)	-5.8	-0.1
Cc1ccc(N2CCN(C(=O)c3nn(C)c4c3CS(=O)(=O)c3ccccc3-4)CC2)c(C)c1	1.9	1.8
CC(C)N1CCc2c(sc(NC(=O)c3ccc(S(=O)(=O)N4CCOCC4)cc3)c2C#N)C1	-0.6	0.2
COC(=O)Oc1c(Br)c(=O)oc2ccccc12	0.0	-0.8
Cc1cc(C)cc(OC(C)C(=O)Nc2ccc(S(=O)(=O)Nc3cc(C)nc(C)n3)cc2)c1 (stereo not given)	1.2	0.0
O=C(NNC(=O)c1cc(Br)ccc1O)c1csc(N2CCOCC2)n1	-1.0	0.4
Cc1ccc(N2CCN(C(=O)c3ccccc3NC(=O)/C=C\C(=O)O)CC2)cc1	1.4	0.2
C=C(C)C(=O)N1CC2(CC(c3cccc(NC(=O)CC)c3)=NO2)C[C@H]1C(N)=O (stereo not given in full)	0.8	1.1
Cc1onc(-c2ccccc2Cl)c1C(=O)Nc1ccc(-c2cn3cccnc3n2)cc1	-3.2	-2.7
C[S+](CC[C@H](N)C(=O)O)C[C@H]1O[C@@H](n2cnc3c(N)ncnc32)[C@H](O)[C@@H]1O (stereo not given in full)	-2.4	-1.6
Cc1ccc(CN2CCSc3ccc(C(=O)NC4CCCC4)cc32)cc1	-0.5	0.1
CCOC(=O)N1CCC(NC(=O)CCc2nc(-c3ccc(C)cc3)no2)CC1	0.3	0.7
CCOc1ccc(NC(=O)C2CCCN(S(=O)(=O)c3cnc[nH]3)C2)cc1 (stereo not given)	-0.9	0.1
CCN(CCNC(=O)c1ccc(C#N)cc1)c1cccc(C)c1	-0.1	-1.4
CC1=C/C(=N\OS(=O)(=O)c2ccccc2)C(C)=CC1=O	-15	-4.3
CCC(=O)Nc1ccc(-c2ccc(N3CCN(C)CC3)nn2)cc1	3.4	0.9
Cc1c(CCC(=O)NC2CC2)c(=O)oc2c(C)c(O)ccc12	0.1	-0.1
CCc1nnc(NS(=O)(=O)c2ccc(NC(=S)NC(=O)/C=C/c3ccc(C(C)C)cc3)cc2)s1	-0.2	-0.1
CC(=O)OC[C@H]1COc2ccc3ccccc3c2[C@H]1N(C)C(C)=O	1.7	-0.7
Cc1cccc(NC(=O)COc2ccccc2C(=O)NC(C)c2ccccc2)c1 (stereo not given)	-0.5	-0.2
O=C1CCNc2cc3ccccc3cc21	-2.3	-1.4
CCNS(=O)(=O)c1ccc(OC)c(C(=O)NC2CCCCC2)c1	-0.6	0.0
COCCn1c(C)cc(C2=NNC(=Nc3ccc(OC)cc3)SC2)c1C	0.6	-0.5
Cn1cc(Cl)c(C(=O)N/N=C/c2ccc3c4c(cccc24)CC3)n1	8.0*	1.4
Cc1ccc2[nH]c(=O)c(CN(c3cccc(C)c3C)S(=O)(=O)c3ccccc3)cc2c1	2.4	0.1
CN1CC=C2C(C#N)=C(N)C(C#N)(C#N)C(CCc3ccccc3)C2C1 (stereo not given)	1.8	0.8
N#Cc1c(-c2ccc(Cl)cc2)n(O)c2ccccc12	-4.3	-4.0
COc1ccc(C2=CC(=O)C[C@H](c3ccc4c(c3)OCO4)C2)cc1	1.1	0.1
CCOC(=O)c1c(C)[nH]c(C)c1C(=O)CN1C(=O)NC(CC(C)C)C1=O (stereo not given)	0.1	0.4

(list continues)
Molecule	GAA850 FXN act	DAX1 inh
C/C(Cl)=C/Cn1c(SC(C)C)nc2c1c(=O)[nH]c(=O)n2C	3.7	-1.0
COc1ccc2c(c1)c(=O)oc1cc(OCC(=O)N3CCC(C)CC3)ccc12	-0.6	0.2
CCCCCc1ccc(OCCOCCn2c[n+](C)c3ccccc32)c(CCCCC)c1	-3.2	-2.9
Cc1ccc(C(=O)NC2=NCCS2)cc1Cl	2.7	4.0
Cc1cc(C)c(NC(=O)C2CC3CCC2C3)c(C)c1 (stereo not given)	4.2	2.1
CC(C)(C)C(=O)Nc1ccc(C(=O)OC2CCCCC2)cc1	10*	0.8
COCCN1C=C2C(=O)C(C)(OC(=O)CCC(=O)OC)C(=O)C=C2C=C1C1CC1 (stereo not given)	0.4	0.2
CN(Cc1ccccc1)C(=O)c1[nH]cnc1C(=O)N[C@@H](Cc1ccccc1)C(=O)OCc1ccccc1	-1.5	-1.6
COC(=O)c1ccc(C(NC(=O)OCc2ccccc2)/C(C)=C/[C@@H](C)C(=O)NCc2ccc(OC)c(OC)c2)cc1 (stereo not given in full)	-0.6	-0.4
Cc1nn(C(=O)c2cccnc2)c(C)c1Sc1ccc(Br)cc1	0.2	1.1
O=C(N[C@H]1C/C=C\C[C@@H](CC(=O)N(CCO)Cc2ccccc2)C(=O)N2CCC[C@@H]2COC1=O)OCC1c2ccccc2-c2ccccc21	1.9	0.1
C=C[C@]1(C)C=C2CCC3[C@](C)(CCC[C@@]3(C)C(=O)O)C2CC1 (stereo not given in full)	-0.4	-0.9
CCN(CC)CCCN1C=C2C(=O)C(C)(OC(=O)CCc3ccccc3)C(=O)C=C2C=C1c1ccc(C#N)cc1 (stereo not given)	-1.4	0.4
N=c1c(S(=O)(=O)c2ccc(Cl)cc2)cc2c(=O)n3ccccc3nc2n1Cc1cccnc1	1.1	-0.2
COC(=O)Nc1ccc2c(c1)N(C(=O)CCCl)c1ccccc1S2	1.7	1.8
O=C(c1ccco1)N1CCN(c2ncnc3c(-c4ccc(Cl)cc4)nsc23)CC1	-6.6	0.0
COc1ccc(C[C@H]2CN3C(=NC[C@@H]3Cc3ccc(O)cc3)N2C[C@H](C)NC(=O)c2ccc(C)c(Br)c2)cc1	-13	0.1
N#CC1=C2SCN(Cc3ccco3)CN2C(=O)CC1c1ccccc1F (stereo not given)	0.4	0.8
CC(=O)c1cccc(-n2c(CCC(=O)O)ccc2-c2ccc(C)cc2)c1	2.6	0.5
COC/C=C/C1=CC2=CC(=O)C(C)(OC(=O)c3cnc4ccccc4n3)C(=O)C2=CN1CC1CC1 (stereo not given)	1.9	-1.0
O=c1c2c([N+](=O)[O-])cc([N+](=O)[O-])cc2sn1-c1ccc(Br)cc1	1.2	-0.1
O=C(NNS(=O)(=O)c1ccc(F)cc1)c1ccc([N+](=O)[O-])cc1	0.8	-0.5
COCC(=O)N(C)C1(c2nnnn2CCOC(=O)Nc2cccc3ccccc23)CCCC1	-1.0	0.2
CCN(CC)c1ccc(C(=O)OCC(=O)N2CCCC2)cc1	2.4	0.4
Oc1c(CN2CCN(c3ccccn3)CC2)cc(Cl)c2cccnc12	10*	-2.8
CCN(CC)S(=O)(=O)c1ccc(N(C)C)c(NC(=O)CC(NC(C)=O)c2ccccc2)c1 (stereo not given)	-0.1	-0.5
O[C@@H]1CN(C2CCCCC2)CC[C@H]1N1CCN(CCc2ccccc2)CC1	1.7	0.9
Cc1ccc(NC(=O)c2cnn(-c3ccccc3)c2NC(=O)c2ccco2)cc1C	-0.4	1.6
CC1=NN(c2ccc(Cl)cc2)C(=O)C1C(c1ccccc1O)c1c(C)[nH]n(-c2ccc(Cl)cc2)c1=O (stereo not given)	0.1	-1.7
O=C(Cn1ncc2c3ccccc3n(Cc3ccccc3)c2c1=O)N1CCN(c2ccccn2)CC1	19*	-0.4
COC(=O)c1cc(S(=O)(=O)N2CCN(c3cccc(Cl)c3)CC2)c[nH]1	1.3	0.0
CC(=O)c1ccc(NS(=O)(=O)c2ccc(-c3cnc(C4CC4)o3)cc2)cc1	0.8	0.1
COc1cccc(-c2nn(C)c3sc(C(=O)Nc4ccc5c(c4)OCCO5)cc23)c1	0.2	1.8
O=C1OCCN1C(=O)[C@H]1[C@H](c2ccc(F)cc2)C(c2ccc(F)cc2)=NN1c1ccc(Br)cc1	0.3	-0.2
O=C(CN1CCCC1)Nc1nc(-c2ccc3c(c2)CCN3C(=O)c2ccccc2F)cs1	1.3	-0.6
CCCCNC1C(CC)C(CCC)C(C#N)(C#N)C1(C#N)C#N (stereo not given)	-0.4	-1.8
COCCCN1C(=O)C2C(C(=O)Nc3cccc(Cl)c3)C3C=CC2(O3)C1C(=O)NC1CCCCC1 (stereo not given)	1.2	-1.1
CCN1C(=NCc2cc(OC)c(OC)c(OC)c2)N[C@@H](c2ccccc2)C(C(=O)OC)=C1C	-1.1	3.3
COc1ccccc1N(C)S(=O)(=O)c1ccc(C(=O)N2CCCC(C(F)(F)F)C2)cc1 (stereo not given)	1.6	-0.9
COc1ccc(C(=O)c2nccc3cc(OC)c(OC)cc23)cc1OC	2.5	-0.4
O=C(O)C1CSC(c2ccncc2)N1 (stereo not given)	0.4	-0.1
CC(C)C(=O)Nc1ccc2nn(-c3ccc(F)cc3)nc2c1	3.4	-0.5
O=c1oc(/C=C/c2ccc([N+](=O)[O-])s2)nc2ccccc12	5.3	-0.4
NC1=NC(=O)CC(C(=O)Nc2cccc3ccccc23)S1 (stereo not given)	0.2	0.8
CS(=O)(=O)C1=NN2C(=N)/C(=C\c3ccc(OCCOc4ccccc4)cc3)C(=O)N=C2S1	2.8	-0.5
O=C1C=CC(=O)N1c1ccc(-c2nc3ccccc3o2)cc1	6.5	1.2
COc1ccc(C2C(C#N)=C(C)NC3=C2C(=O)CC(C)(C)C3)c(OC)c1 (stereo not given)	-0.4	-1.5
O=C(C[C@H]1C/C=C\C[C@H](NC(=O)OCC2c3ccccc3-c3ccccc32)C(=O)O[C@H](c2ccccc2)CNC1=O)N[C@H](CO)Cc1ccccc1	-1.2	0.3
CC1CCN(C(=O)Cn2c3ccc(F)cc3c3nc4n(c(=O)c32)CCCS4)CC1	-0.4	-0.8

Four entries from above, reformatted:
CC(C)C(=O)Nc1ccc2nn(-c3ccc(F)cc3)nc2c1
  GAA850 FXN act: 3.4 | DAX1 inh: -0.5
NC1=NC(=O)CC(C(=O)Nc2cccc3ccccc23)S1 (stereo not given)
  GAA850 FXN act: 0.2 | DAX1 inh: 0.8
CC1=NN(c2ccc(Cl)cc2)C(=O)C1C(c1ccccc1O)c1c(C)[nH]n(-c2ccc(Cl)cc2)c1=O (stereo not given)
  GAA850 FXN act: 0.1 | DAX1 inh: -1.7
COc1ccc(C(=O)c2nccc3cc(OC)c(OC)cc23)cc1OC
  GAA850 FXN act: 2.5 | DAX1 inh: -0.4

Screens from PubChem.
